JMJD2A Tudor: inhibitors of human JMJD2A Tudor domain | AlphaScreen JMJD2A-Tudor / H3K4me3 peptide binding | O75164 | AID 504339 | 390,000 tested, 4.4% active | Potency, µM (doses to about 114 µM), for inactives: at the highest dose activity change, negative = inhibition, usual class: inhibitors; note: potency is the fitted concentration of half-maximal effect; % is set by controls: 0 for no effect and ±100 for the full control effect; nearly all actives have a fitted effect of over 50% in size
Target sequence (O75164 whole entry, looked up, the tested form may be a part): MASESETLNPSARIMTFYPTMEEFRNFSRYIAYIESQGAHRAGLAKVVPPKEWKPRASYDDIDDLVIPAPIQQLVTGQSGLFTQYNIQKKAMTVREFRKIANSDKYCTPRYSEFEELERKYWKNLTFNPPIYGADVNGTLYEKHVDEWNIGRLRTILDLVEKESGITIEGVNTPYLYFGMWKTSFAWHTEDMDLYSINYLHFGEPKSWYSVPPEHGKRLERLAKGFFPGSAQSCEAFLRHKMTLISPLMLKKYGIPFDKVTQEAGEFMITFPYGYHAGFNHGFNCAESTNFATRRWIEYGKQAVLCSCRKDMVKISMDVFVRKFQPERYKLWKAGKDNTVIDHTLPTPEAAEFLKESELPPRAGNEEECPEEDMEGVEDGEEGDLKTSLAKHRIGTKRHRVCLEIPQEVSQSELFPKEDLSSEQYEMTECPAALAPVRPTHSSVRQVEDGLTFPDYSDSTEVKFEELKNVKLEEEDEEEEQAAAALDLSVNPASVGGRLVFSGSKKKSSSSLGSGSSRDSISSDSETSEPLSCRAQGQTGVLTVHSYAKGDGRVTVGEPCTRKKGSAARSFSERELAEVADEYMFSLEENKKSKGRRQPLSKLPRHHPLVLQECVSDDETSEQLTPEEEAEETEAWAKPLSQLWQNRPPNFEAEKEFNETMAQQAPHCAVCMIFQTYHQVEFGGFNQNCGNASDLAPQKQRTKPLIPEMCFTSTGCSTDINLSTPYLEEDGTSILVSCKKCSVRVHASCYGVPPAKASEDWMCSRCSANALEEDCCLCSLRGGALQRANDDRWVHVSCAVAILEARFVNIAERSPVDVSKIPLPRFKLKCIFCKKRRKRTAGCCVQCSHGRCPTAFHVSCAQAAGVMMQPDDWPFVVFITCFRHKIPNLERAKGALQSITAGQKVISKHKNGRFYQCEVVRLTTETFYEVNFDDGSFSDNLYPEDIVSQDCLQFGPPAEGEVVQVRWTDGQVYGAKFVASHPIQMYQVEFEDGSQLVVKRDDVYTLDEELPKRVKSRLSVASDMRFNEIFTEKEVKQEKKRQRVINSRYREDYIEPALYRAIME
ERG Ets-DNA blk: ERG Ets/DNA interaction inhibition. P11308. fluorescence polarization, His-ERG Ets domain / labelled DNA. Potency, µM (highest dose often 76.9 µM), for inactives: at the top dose FP activity, negative = inhibition, most hits filed as inhibitors. 370,000 tested, 0.028% active. AID 624246; active = well fitted inhibition curve with a large enough effect in the polarisation, with a control signal flat; inconclusive = small, poorly fitted or top-dose-only effect, or effect the other way, or a change in a side signal; inactive = no such curve, though single readings can be large or run the other way; the % refers to the polarisation;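 note: polarization taken with two DNA probes labelled with fluorescein and Texas red; potency is the fitted concentration of half-maximal effect; % of control where 0% means no effect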
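His-tagged ERG Ets domain (1 uM in the protein solution; 300mM KCl, 50mM Tris-HCl, 1mM EDTA, 1mM DTT, pH 7.5) received compound, then a probe mix of 5 nM fluorescein-DNA and 100nM Texas-615-DNA. Fluorescence polarization was read for both dyes.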
Pin1 inh: inhibitors of human Pin1; Pin1 FP peptide displacement, HiFluor488, 10 min; 390,000 tested, 0.009% active; Potency, µM (top dose mostly 115 µM), for the others: at the highest dose activity, negative = inhibition, hits mostly inhibitors; Q13526; AID 504891; active = well fitted inhibition curve with a large enough effect in the polarisation, with a control signal flat, not every such curve was filed as active; inconclusive = small, poorly fitted or top-dose-only effect, or effect the other way, or a change in a side signal; inactive = no such curve, though single readings can be large or run the other way; the % refers to the polarisation; note: potency is the fitted concentration of half-maximal effect; % is set by controls: 0 for no effect and ±100 for the full control effect
BAZ2B inh: BAZ2B (human) inhibition; Q9UIF8; AlphaScreen BAZ2B-H3K14Ac peptide displacement; Potency, µM (highest dose often 114 µM), for the others: at the highest dose activity change, negative = inhibition, most hits filed as inhibitors; 360,000 tested, 4.4% active; AID 504333; note: potency is the fitted concentration of half-maximal effect; % is set by controls: 0 for no effect and ±100 for the full control effect; nearly all actives have a fitted effect of over 60% in size
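In this displacement format the biotinylated H3(5-23) peptide acetylated at Lys14 serves as ligand at 50 nM, with BAZ2B at 50 nM in PBS pH 7.4 containing 0.01% Tween-20. Donor and acceptor beads are 10 ug/mL final.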
Tb PGK inh: inhibitors of T. brucei phosphoglycerate kinase. PGK/GAPDH coupled, Kinase-Glo luminescence, 60 min. Potency, µM (titrated, usually from 57.5 µM), inactives show at the top dose activity change, negative = inhibition, most hits filed as inhibitors. 380,000 tested, 0.043% active. AID 602233; note: potency is the fitted concentration of half-maximal effect; % is set by controls: 0 for no effect and ±100 for the full control effect; nearly all actives have a fitted effect of over 60% in size
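Recombinant glycosomal PGK reaction used 1,3-bisphosphoglycerate generated in-well by GAPDH (100nM final) in 100mM TEA pH 7.6, 5mM MgCl2, 0.01% Tween-20. After 60 minutes at room temperature, ATP was read by Kinase-Glo Plus luminescence end-point.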
GLS inhibitor: blocks human kidney-isoform glutaminase activity | O94925 | GLS enzymatic activity, qHTS titration | Potency, µM (doses to about 45.5 µM), for the others: top-dose activity change, negative = inhibition, usual class: inhibitors | 410,000 tested, 0.21% active | AID 624170; note: potency is the fitted concentration of half-maximal effect; % is set by controls: 0 for no effect and ±100 for the full control effect
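Coupled fluorescence readout: glutamate oxidase/HRP/Amplex Red detect glutamate formed by hKGA from L-glutamine (1 mM solution added). Buffer 45 mM KH2PO4 pH 8.2, 0.02% Tween-20; reads at t0 and 30 min RT.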
HP1b binding inh: HP1-beta chromodomain-methylated histone interaction inhibition. AlphaScreen HP1-beta / biotin-H3K9me3 peptide binding. 390,000 tested, 0.56% active. Potency, µM (doses to about 114 µM), for inactives: top-dose activity change, negative = inhibition, hits mostly inhibitors. P83916; note: potency is the fitted concentration of half-maximal effect; nearly all actives have a fitted effect of over 70% in size; inactives centre near 23
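HP1-beta protein (50 nM final) preincubated 30 min at room temperature with biotinylated H3(1-18)K9me3 peptide (50 nM) in PBS pH 7.4, 0.01% Tween-20, then compound added for 30 min. AlphaScreen streptavidin donor/nickel chelate acceptor beads (10 ug/mL final), 30 min dark, luminescence read.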
G9a block: inhibitors of human histone lysine methyltransferase G9a | Potency, µM (doses to about 102 µM), inactives show at the top dose activity, negative = inhibition, actives largely listed as inhibitors | G9a H3K9 monomethylation, AlphaScreen, 2 h | Q96KQ7 | 350,000 tested, 8.8% active | AID 504332; note: potency is the fitted concentration of half-maximal effect; % is set by controls: 0 for no effect and ±100 for the full control effect; nearly all actives have a fitted effect of over 75% in size
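G9a (20 nM) was preincubated 15 min with compound, then reacted 2 h at room temperature with 500 nM biotin-H3K9 peptide and 20 µM SAM. Monomethyl-H3K9 detected by AlphaScreen using anti-H3K9me1 antibody.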
PI4K2A inh: inhibitors of human PI4K2A | AID 1346378 | activity change, negative = inhibition, % at 76.9 µM | Q9BTU6 | 420,000 tested, 0.13% active | purified PI4K2A, ADP-Glo luminescence, 1 h; active compounds read low; in the data active = activity change below about -50%; inconclusive = mostly about -30% to -49%;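 note: -100% = wells without enzyme as full effect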
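Compounds are screened against recombinant PI4K2A using PI as substrate and ATP, the latter dispensed at 300 microM. Reactions run one hour at ambient temperature before ADP-Glo detection; full inhibition defined by wells lacking enzyme.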
Starred values were filed as active, the others as inactive; i = inactive; ? = inconclusive; · = not tested or not shown; [ ] = dose if it differs, or a comment. Unless noted, calls come from the whole dose curve; as a rule, active = well fitted curve in the direction sought with a large enough effect; inconclusive = small, poorly fitted or top-dose-only effect, or another doubt; inactive = no such curve, though single readings can be large; an effect the other way counts as inactive or inconclusive.

The opening three entries as a preview:
SMILES	JMJD2A Tudor	ERG Ets-DNA blk	Pin1 inh	BAZ2B inh	Tb PGK inh	GLS inhibitor	HP1b binding inh	G9a block	PI4K2A inh
CC1Cc2ccccc2N1Cc1nc2cc(C(F)(F)F)ccc2c(=O)[nH]1 (centres undefined)	?	7%	12%	?	5%	16%	3%	?	7
CN(Cc1ccccc1F)C(=O)CNC(=O)Cc1cccc2ccccc12	-10%	6%	7%	-5%	-6%	4%	9%	-24%	-4
Cc1ccc(-c2nn(-c3ccccc3)cc2/C=C(\C#N)c2cccc(C#N)c2)o1	-21%	3%	6%	-27%	3%	7%	8%	?	-2

Main list, previewed entries included:
SMILES	JMJD2A Tudor	ERG Ets-DNA blk	Pin1 inh	BAZ2B inh	Tb PGK inh	GLS inhibitor	HP1b binding inh	G9a block	PI4K2A inh
CC1Cc2ccccc2N1Cc1nc2cc(C(F)(F)F)ccc2c(=O)[nH]1 (centres undefined)	?	7%	12%	?	5%	16%	3%	?	7
CN(Cc1ccccc1F)C(=O)CNC(=O)Cc1cccc2ccccc12	-10%	6%	7%	-5%	-6%	4%	9%	-24%	-4
Cc1ccc(-c2nn(-c3ccccc3)cc2/C=C(\C#N)c2cccc(C#N)c2)o1	-21%	3%	6%	-27%	3%	7%	8%	?	-2
CCN(C(=O)C(NS(=O)(=O)c1cccc2nsnc12)c1ccccc1)c1ccccc1 (centres undefined)	?	13%	?	·	14%	4%	5%	2.8µM*	0
COc1ccc(/C=C2\SC(=S)N(CCC(=O)Nc3cccc(C(=O)O)c3)C2=O)cc1OC	?	5%	22%	50µM*	-7%	14%	3%	-17%	4
CCn1c(=O)c([N+](=O)[O-])c(N2CCSCC2)c2ccccc21	-35%	6%	0%	?	i	-1%	-15%	·	-1
Cc1ccc(-c2nnn(CC(=O)N(Cc3cccs3)C(C(=O)NC3CCCC3)c3ccco3)n2)o1 (centres undefined)	-10%	-1%	5%	-5%	-8%	1%	15%	?	-1
COc1cccc(/C=C/C(=O)OCC(=O)c2c[nH]c3ccccc23)c1	-8%	7%	8%	-17%	i	5%	33%	-47%[59 µM]	-2
COc1cc(/C=C/C(=O)OC(C)C(=O)Nc2c(C)n(C)n(-c3ccccc3)c2=O)ccc1O (centres undefined)	-6%	-1%	9%	-1%	8%	?	18%	3%[59 µM]	6
Cc1c(CC(=O)NCc2ccc(F)cc2)c(=O)oc2cc(O)c(Cl)cc12	6%	0%	-6%	4%	0%	4%	59%[activator]	3%[59 µM]	-3
CC1CCN(CCCCOc2ccccc2F)CC1	10µM*	2%	-2%	50µM*	i	37%[activator]	1%	-15%	-1
C=CCN1C(=O)/C(=C\c2ccc(Cl)cc2)N=C1SCC(=O)NCCC	-16%	6%	0%	9%	-2%	0%	8%	9%[2.33 µM]	-1
C=CCN=C1SC(CC)C(=O)N1S(=O)(=O)c1ccc(C)cc1 (centres undefined)	-10%	-1%	13%	3%	i	3%	38%	10%[12.7 µM]	7
NS(=O)(=O)c1ccc(CNC(=O)c2ccc(Cl)c([N+](=O)[O-])c2)cc1	-16%	116%[activator]	7%	-8%	-2%	1%	27%	9%[12.7 µM]	2
Cc1cccc(N2CCN(C(=O)Cc3c(C(=O)O)c(C)cn3C)CC2)c1C	-21%	1%	-8%	-16%	-6%	0%	-13%	3%[59 µM]	1
Cc1onc(-c2ccccc2Cl)c1C(=O)NCc1cccnc1	-5%	4%	1%	-2%	0%	8%	9%	19%[12.7 µM]	0
CC(=O)c1oc2ccccc2c1NC(=O)COC(=O)c1ccc(-n2nc(C)cc2C)cc1	-31%	-15%	?	?	0%	-5%	37%	12%	-5
COc1ccc(S(=O)(=O)N2CCCCC2)cc1NC(=O)C1CC1	-8%	-10%	-8%	36%[activator]	i	0%	24%	?	-3
CC(=O)N1c2ccc(S(=O)(=O)N3CCC(C(=O)Nc4cccc(C)n4)CC3)cc2CC1C (centres undefined)	-3%	6%	-1%	-16%	7%	6%	36%	14%	2
Cn1c(=O)c2c(nc(NCCNC(=O)c3ccco3)n2Cc2ccccc2Cl)n(C)c1=O	-13%	-3%	1%	8%	-2%	8%	18%	-8%[12.7 µM]	1
CN(CC(=O)NCc1ccc(F)cc1)S(=O)(=O)c1ccc(Br)s1	-5%	7%	?	8%	i	-9%	-15%	-7%[59 µM]	-1
COc1ccc(/C=C2\SC(=N)N(c3ccc(F)cc3)C2=O)cc1	-25%	-4%	17%	-16%	2%	-2%	12%	15%	-1
CCc1nnc(NC(=O)C2CC(=O)N(c3ccc(C)cc3)C2)s1 (centres undefined)	-16%	2%	5%	-31%	-1%	1%	18%	?	3
CCOC(=O)C1CCN(CC(O)COc2ccc(S(=O)(=O)N3CCCC3)cc2[N+](=O)[O-])CC1 (centres undefined)	-12%	-9%	-7%	1%	0%	-2%	13%	-41%	-4
CS(=O)(=O)N(CC(=O)Nc1ccc2c(c1)OCO2)c1ccc(Cl)cc1	-32%	0%	-4%	6%	0%	5%	18%	?	-6

Quoted at random: 3 entries already listed.
SMILES	JMJD2A Tudor	ERG Ets-DNA blk	Pin1 inh	BAZ2B inh	Tb PGK inh	GLS inhibitor	HP1b binding inh	G9a block	PI4K2A inh
Cc1onc(-c2ccccc2Cl)c1C(=O)NCc1cccnc1	-5%	4%	1%	-2%	0%	8%	9%	19%[12.7 µM]	0
COc1ccc(/C=C2\SC(=S)N(CCC(=O)Nc3cccc(C(=O)O)c3)C2=O)cc1OC	?	5%	22%	50µM*	-7%	14%	3%	-17%	4
C=CCN1C(=O)/C(=C\c2ccc(Cl)cc2)N=C1SCC(=O)NCCC	-16%	6%	0%	9%	-2%	0%	8%	9%[2.33 µM]	-1

More entries follow:
SMILES	JMJD2A Tudor	ERG Ets-DNA blk	Pin1 inh	BAZ2B inh	Tb PGK inh	GLS inhibitor	HP1b binding inh	G9a block	PI4K2A inh
CN(C)C(=O)CNC(=O)C1CCCCC1	9%	5%	-11%	8%	-5%	-5%	64%[activator]	1%	-4
COc1ccccc1C(=O)CSc1cccc[n+]1[O-]	-7%	3%	-9%	2%	-1%	-22%	25%	-26%	1
CCOc1ccc(CCNC(=O)CCCc2nnc3n(CCCOC)c(=O)c4sccc4n23)cc1	3%	9%	1%	-12%	i	1%	56%[activator]	3%[59 µM]	-1
COCCCNC(=O)CN(c1cc(C(F)(F)F)ccc1Cl)S(C)(=O)=O	-17%	-7%	0%	-22%	-2%	-8%	30%	10%	7
O=C(OC(C(=O)NCc1cccs1)c1ccccn1)c1cccs1 (centres undefined)	-11%	3%	-1%	56µM*	-5%	0%	13%	?	5
CC(=O)c1ccc(NC(=O)c2nc3ccccc3n(C)c2=O)cc1	1%	7%	-2%	-3%	7%	-3%	40%[activator]	-1%[59 µM]	1
Cc1ccc(S(=O)(=O)c2c(C)cc(C)[nH]c2=O)c(C)c1	-4%	-6%	0%	-6%	-6%	2%	11%	-6%	6
C/C(=N\NC(=O)c1ccc2c(c1)OCO2)c1cccnc1	-2%	4%	-3%	1%	2%	4%	46%[activator]	42%	-2
O=C(CN1CCN(C(=O)C2CCCO2)CC1)Nc1cc(Cl)ccc1Cl (centres undefined)	2%	1%	0%	22%	i	-2%	27%	-1%	-1
NC(=O)COc1ccccc1/C=C1/SC(=O)N(CC(=O)N2CCc3ccccc3C2)C1=O	-33%	-4%	0%	-18%	7%	-1%	23%	?	-3
CCOCCn1c(N2CCCC2)nc2c1c(=O)[nH]c(=O)n2C	-6%	-2%	-4%	56µM*	0%	6%	18%	?	2
Cc1nc2ccccc2n1CC(=O)OCC(=O)NC1CC1	10%	0%	1%	3%	1%	15%	22%	11%	-5
CCNC(=O)N1c2ccc(OC)cc2C(C)=CC1(C)C	-31%	-4%	?	?	-7%	15%	-3%	50µM*	-9
COc1ccc(/C=C(\C#N)C(=O)Nc2cccnc2)cc1	-1%	-3%	4%	7%	-15%	1%	38%	16%[59 µM]	2
Cc1ccccc1NC(=O)CSc1nc2ccccc2c2nc(CCn3c(C)nc4ccccc43)nn12	-26%	-2%	13%	-24%	-5%	-6%	-4%	-7%[59 µM]	2
CCCOc1ccc(OC(=O)c2sc3ncn(Cc4cccc(F)c4)c(=O)c3c2C)cc1	1%	3%	2%	10%	5%	0%	39%	0%[59 µM]	3
CCOC(=O)C(Cc1ccccc1)NC(C)=O (centres undefined)	-1%	-10%	-3%	-2%	-7%	-2%	10%	-13%[59 µM]	-3
O=C(NCCN1CCOCC1)c1cccc(S(=O)(=O)N(Cc2ccccc2)c2ccccc2)c1	-20%	13%	-6%	8%	i	6%	-2%	-4%[59 µM]	-2
Cc1cc2cc(CNC(=O)c3ccc(S(=O)(=O)N4CCOCC4)cc3)ccc2[nH]1	-27%	-29%	-12%	-23%	-8%	6%	24%	-5%[59 µM]	-2
COc1ccccc1NC(=O)NCc1nc(-c2ccc(C(F)(F)F)cc2)no1	10%	-8%	-1%	-2%	-5%	-15%	22%	8%	1
CCCCCCC(=O)Nc1nc(C)c(-c2csc(Nc3cc(OC)ccc3OC)n2)s1	50µM*	1%	23%	?	-22%	1%	-13%	?	-2

Screening results from PubChem BioAssay.
